UTI89 phage lysis = inhibition of K1F phage lysis, E. coli UTI89, bacterial capsule biogenesis inhibitors, alamar blue (AID 488966); E. coli UTI89 K1F phage lysis, alamar blue, 2 h; higher % means a stronger effect; one-dose inhibition, % at 100 µM; IC50 in µM for titrated hits; 340,000 tested, 0.02% active;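 active = phage lysis inhibition, versus mean bacterial control, above a set limit; inconclusive = no clear call, values can overlap the other calls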;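 also: capsule biogenesis inhibitors block K1F phage lysis so surviving cells raise fluorescence; higher fluorescence means more inhibition of phage lysis; actives were called in the ten point dose series up to 300 µM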
MgcRacGAP inhibition = MgcRacGAP GTPase-activating activity inhibitors, confirmation, biochemical, ADP Hunter fluorescence; Rac GTPase-activating protein 1 (Homo sapiens); 340,000 tested, 0.6% active; MgcRacGAP-stimulated Rac1 GTP hydrolysis, ADP Hunter fluorescence; higher % means a stronger effect; GST-tagged Rac1 F28L mutant substrate; AID 624330, 2012; inhibition, % at 30 µM, or IC50 in µM where a hit was titrated;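 active = first-screen hits whose inhibition reached a set limit at any dose in the follow-up dose series; inconclusive = inhibition above the set first-screen limit but never retested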;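 also: fluorescence reports GDP produced by GAP-driven GTP hydrolysis; strong numbers were not always called active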
PhoP inhibition = inhibitors of PhoP regulon expression, primary screen, Salmonella Typhimurium, GFP reporter (AID 1863) | S. Typhimurium PhoP-regulated promoter GFP reporter, 4 h; higher % means a stronger effect | inhibition, % at 50 µM; hits with a dose series show IC50 in µM | 300,000 tested, 0.16% active;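 active = inhibition over 29.93%, a cutoff 3 SD above the screen mean, later confirmed by dose response; inconclusive = inhibition over 29.93% but no dose response follow-up; inactive = inhibition at most 29.93% or unconfirmed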;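 also: 0% = low Mg2+ inducing control and 100% = high Mg2+ repressing control; strong numbers were not always called active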
NTR1 ag = agonists of NTR1, primary screen, imaging, U2OS cells, beta-arrestin-GFP, high content (AID 493036); Neurotensin receptor type 1 (Homo sapiens), P30989; NTR1-U2OS beta-arrestin-GFP spot imaging, agonist mode; activation, % at 20 µM; 330,000 tested, 0.17% active;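 active = activation at or above 40% of the spot to cytoplasm intensity ratio, with at least 20 cells analyzed; inconclusive = wells under 20 cells, flagged as cytotoxic or low count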;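 also: 0% = DMSO without peptide and 100% = 100 nM NTR1 peptide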
Target sequence (P30989 whole entry, looked up): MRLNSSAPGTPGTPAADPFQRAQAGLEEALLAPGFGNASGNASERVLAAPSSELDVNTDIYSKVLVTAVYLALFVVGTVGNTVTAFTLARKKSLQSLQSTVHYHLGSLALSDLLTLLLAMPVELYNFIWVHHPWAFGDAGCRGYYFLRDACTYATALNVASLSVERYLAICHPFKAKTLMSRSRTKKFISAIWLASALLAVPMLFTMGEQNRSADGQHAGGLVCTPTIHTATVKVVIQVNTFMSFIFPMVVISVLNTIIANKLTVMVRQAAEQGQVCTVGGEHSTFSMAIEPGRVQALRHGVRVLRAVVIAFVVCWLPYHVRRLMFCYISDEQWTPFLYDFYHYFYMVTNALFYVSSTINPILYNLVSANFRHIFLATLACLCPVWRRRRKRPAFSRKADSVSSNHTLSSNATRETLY
Dengue-2 NS5 capping = Dengue-2 NS5 methyltransferase inhibitors, primary screen, biochemical, confirmation dose response (AID 588689); Dengue-2 NS5 methyltransferase capping enzyme assay, biochemical; higher % means a stronger effect; inhibition, % at 25 µM; hits with a dose series show IC50 in µM; 340,000 tested, 0.3% active; in the data active = a potency from the dose series; inconclusive = inhibition above about 29% without an active follow-up result
RSV antiviral HEp-2 = RSV antiviral activity via CPE protection, HEp-2 cells, primary 10 µM value included (AID 2391) | HEp-2 cells, RSV-induced CPE inhibition; higher % means a stronger effect | one-dose CPE inhibition, % at 10 µM; IC50 in µM for titrated hits | 310,000 tested, 0.13% active; in the data active = a potency from the dose series; inconclusive = CPE inhibition mostly from about 23% at the one dose, without a potency; inactive = the rest, 99 in 100 with CPE inhibition below about 21%; also: strong numbers were not always called active
T cell modulator = modulators of CD8 T cell-vesicle binding, primary screen, mouse 2C CD8+ T cells, flow cytometry; 2C CD8+ T cell-vesicle binding; active compounds read low; calls only at 7 µM; 330,000 tested, 0.068% active; AID 2052, 2009;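 active = response, share of CD8 T cells binding vesicles, and their 90th percentile fluorescence all below set limits, cut at about 80% in these data, passing the limit was not always enough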
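Test system: purified 2C TCR transgenic mouse naive CD8+ T cells. Probe or stimulus: QL9-peptide-loaded Drosophila micro-vesicles bearing Ld, ICAM-1 and B7-1. Incubation: binding step 1.5 h, 37 °C, antibody labelling 20 min, ice. Measured by: flow cytometry of vesicle-bound cells.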
Large T inhibition = SV40 large T antigen inhibitors, biochemical (AID 1903) | SV40 large T antigen ATPase/helicase inhibition assay; higher % means a stronger effect | one-dose inhibition, % at 20 µM; IC50 in µM for titrated hits | 310,000 tested, 0.39% active; in the data active = a potency from the dose series; inconclusive = inhibition mostly from about 32% at the one dose, without a potency; inactive = the rest, 99 in 100 with inhibition below about 32%; also: strong numbers were not always called active
West Nile antiviral = West Nile virus antiviral activity, cell-based, CPE readout (AID 1621); West Nile virus-infected cells, CPE inhibition; higher % means a stronger effect; one-dose CPE inhibition, % at 10 µM; IC50 in µM for titrated hits; 290,000 tested, 0.02% active; in the data active = a potency from the dose series; inconclusive = CPE inhibition mostly from about 3.7% at the one dose, without a potency; inactive = the rest, 99 in 100 with CPE inhibition below about 2.2%; also: strong numbers were not always called active
T cell modulator vesicle-bound % = second read-out of T cell modulator, no call of its own (marks repeat the call); double positive events, %; measured here: CD8+ vesicle-bound cell fraction;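 binding gate set so that unloaded-vesicle control wells show 10% double positive cells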
NTR1 ag cell count 20 µM = also measured in NTR1 ag; calls as there; cell count; measured here: cell count, cytotoxicity flag
Dengue-2 NS5 capping pilot replicate = also measured in Dengue-2 NS5 capping; calls as there; inhibition, %; measured here: pilot screen replicate inhibition
* hit, by the source's call; i = inactive; ? = inconclusive; nt = not tested or not shown; [ ] = another dose, or the depositor's remark.

SMILES | UTI89 phage lysis | MgcRacGAP inhibition | PhoP inhibition | NTR1 ag | NTR1 ag cell count 20 µM | Dengue-2 NS5 capping | RSV antiviral HEp-2 | T cell modulator | T cell modulator vesicle-bound % | Large T inhibition | West Nile antiviral | others
NC(=O)c1ccc(N2CCCCC2)c(N2C(=O)CCC2=O)c1 | 0.1% | 9.1% | -22.5% | -0.9 | 40 | 6.0% | 3.0% | i | 4.5 | 8.1% | 0.1%
CC(C)(C)OC(=O)NCCCCCc1cn([C@@H](CO)C(=O)NCCCCCCCCCCC(=O)N2CCN(C(=O)OC(C)(C)C)CC2)nn1 | 1.6% | 8.4% | nt | 82.3* | 75* | -2.5% | -3.3% | i | 32.9 | 14.7% | nt
CCOC(=O)c1cnc2ccccc2c1NCCc1ccc(OC)c(OC)c1 | -0.1% | 8.8% | 7.9% | 1.2 | 81 | -4.5% | ? | i | 36.1 | 0.6% | -1.1%
CCOc1cccc(CN(C)CC2CCCN(CCc3ccc(Cl)cc3)C2)c1O (centres undefined) | 1.5% | 2.8% | 1.8% | 2.5 | 70 | -7.2% | -0.6% | i | 55.4 | 10.2% | -1.3%
COc1cc(-c2nc3cnccn3c2Nc2ccccc2)ccc1O | -0.5% | 30.3% | 8.2% | 2.1 | 44 | -0.7% | -0.6% | i | 1.8 | 5.05µM* | -0.3%
O=C(Nc1ccc(N2C(=O)CCC2=O)cc1Cl)c1cccs1 | 0.6% | 2.5% | nt | -0.8 | 46 | -4.7% | 0.3% | i | 47.1 | nt | 0.3%
CC1=C(C)/C(=N\OC(=O)/C=C/c2ccccc2)C=CC1=O | -0.1% | 13.0% | -18.3% | -0.6 | 60 | -8.3% | 15.6% | i | 51.0 | 14.5% | 0.4%
COc1cccc(CNC(=O)COC(=O)CN(C)S(=O)(=O)c2ccc(NC(C)=O)cc2)c1 | 0.1% | 9.2% | -3.0% | 2.4 | 62 | 3.2% | 0.9% | i | 53.5 | 21.2% | 0.0%
COCCN(C(=S)Nc1ccc(OC)cc1)C(C)c1cccs1 (centres undefined) | 0.3% | 2.1% | -2.9% | -1.8 | 66 | -3.6% | 1.8% | i | 37.1 | 9.9% | -0.4%
COc1ccccc1NC(=O)COC(=O)c1c(C)nn(-c2ccccc2)c1C | 0.9%[50 µM] | 7.5% | nt | 0.7 | 75 | -8.1% | 1.8% | i | 44.4 | nt | nt
O=C(c1ccc(COc2ccc(Br)cc2)o1)N1N=C(C(F)F)CC1(O)C(F)F (centres undefined) | -5.2% | 6.6% | 2.0% | 9.7 | 65 | -11.6% | 5.5% | i | 35.3 | 10.0% | -1.5%
CCc1sc(C(=O)NCCCn2ccnc2)cc1Br | 0.5% | 7.5% | -7.0% | 1.0 | 64 | 3.3% | -0.7% | i | 26.7 | 4.1% | -0.4% | Dengue-2 NS5 capping pilot replicate=0.9
CCN(CC)C(=O)Cn1nnc(-c2ccc(S(C)(=O)=O)cc2)n1 | 0.5% | 8.0% | 3.6% | -0.5 | 40 | -1.5% | 0.1% | i | 29.2 | 6.4% | 0.8%
O=C(CC1C(=O)NCCN1C(=O)Nc1ccccc1)Nc1cc(Cl)cc(Cl)c1 (centres undefined) | 0.3%[50 µM] | 4.9% | 6.7% | 1.6 | 53 | -5.2% | 20.2% | i | 50.0 | 11.1% | -0.1%
CC(=O)Nc1ccc(N=Nc2ccccc2)cc1 | 0.5%[50 µM] | 0.9% | -11.9% | -1.9 | 49 | -2.5% | 2.3% | i | 53.2 | 6.8% | 0.4%
CCOP(=O)(/C(C#N)=C(\C)O)c1ccccc1 (centres undefined) | -0.1% | 7.0% | 7.2% | 0.6 | 85 | -3.6% | 4.0% | i | 66.4 | -2.6% | 0.2%
CCOC(=O)N1CCN(C(=O)C(NC(=O)c2ccc(C(C)(C)C)cc2)C(C)C)CC1 (centres undefined) | -0.6%[50 µM] | 0.5% | nt | -0.4 | 89 | -1.5% | 1.7% | i | 20.3 | nt | nt
COC(=O)C1=C(Nc2ccccc2NC(=O)c2ccccc2C(=O)O)CSC1 | -0.1% | 11.8% | -5.7% | -0.6 | 38 | 0.0% | 2.7% | i | 15.9 | 13.6% | 0.1%
Cc1ccc(NC(=O)Nc2cccn(Cc3c(F)cccc3Cl)c2=O)cc1 | 0.4% | 2.5% | 7.4% | 6.8 | 39 | 0.0% | 2.7% | i | 9.1 | 4.3% | -0.6%
O=c1cc(-c2cccc(Cl)c2)oc2cccc(O)c12 | 1.1% | 8.2% | -5.3% | -0.7 | 93 | -1.4% | ? | i | 18.6 | 19.4% | ?
CCOc1ccc(S(=O)(=O)N2CCCC(C(=O)Nc3cccc(C)c3)C2)cc1 (centres undefined) | 0.3% | 6.1% | -0.3% | 2.5 | 63 | -12.5% | 0.6% | i | 39.8 | 6.5% | -0.2%
COc1ccc(S(=O)(=O)N2CCN(c3ccccc3)CC2)cc1C(=O)N1CCCC1 | -1.4%[50 µM] | 6.9% | -8.8% | 0.1 | 57 | 1.3% | 0.6% | i | 13.6 | 6.6% | -0.9%
Cc1ccc(C)c(C(C)NC(=O)C2C3CCC(O3)C2C(=O)O)c1 (centres undefined) | nt | nt | -0.9% | 0.6 | 37 | nt | 0.4% | i | 56.2 | 0.5% | 0.0%
O=C(/C=C/c1ccc(Cl)cc1Cl)Nc1ccncc1 | 0.6%[50 µM] | 3.7% | -13.9% | 3.5 | 49 | -2.2% | ? | i | 7.8 | 6.5% | -0.9%
CCOC(=O)N1CCN(C(=S)NC(=O)c2ccc(Br)cc2)CC1 | -0.1% | 0.3% | -8.7% | -1.9 | 67 | -7.4% | -0.9% | i | 24.6 | -5.0% | 0.3%
CC(C)Cn1c(N)c(S(=O)(=O)c2cccs2)c2nc3ccccc3nc21 | 0.0% | 11.3% | -2.5% | nt | nt | -8.1% | nt | nt | nt | -18.9% | -0.1%
Cc1onc(-c2ccccc2)c1C(=O)N1CCN(C/C=C/c2ccccc2)CC1 | 0.1% | 4.4% | 5.1% | -2.2 | 54 | -2.8% | 0.1% | i | 35.4 | 3.3% | -0.1%
CCOC(=O)C1(Cc2ccc(OC)cc2)CCN(C(=O)Cc2cccnc2)CC1 | 0.0% | 1.2% | -7.5% | 1.3 | 94 | -2.7% | 1.2% | i | 58.7 | 8.6% | -0.6%
Cc1ccc(-c2cnc(N)n2C)cc1C | 14.4% | 5.0% | -4.9% | 1.1 | 88 | -8.1% | 5.7% | i | 50.5 | 8.8% | -0.5% | Dengue-2 NS5 capping pilot replicate=3.9
CCc1cccc(C)c1NC(=O)COC(=O)CNC(=O)c1cccs1 | 1.3%[50 µM] | 3.4% | 10.2% | 0.2 | 70 | 0.0% | 2.3% | i | 34.0 | -0.6% | nt
CCOC(=O)NC(=O)COC(=O)CCCSc1nc2ccccc2s1 | -0.1% | 2.6% | -2.3% | 0.1 | 64 | 4.5% | -1.2% | i | 29.4 | 6.6% | 1.2%
CCOc1nc(-c2ccc(C)cc2)ccc1-c1noc(COC)n1 | 0.8% | 5.5% | 7.0% | 5.6 | 84 | -2.4% | 2.5% | i | 9.9 | 5.1% | -1.0%
Cc1ccc(NS(=O)(=O)c2c(C)[nH]c(=O)[nH]c2=O)cc1C | 3.9% | 0.8% | -8.6% | -0.7 | 48 | 2.1% | -0.4% | i | 5.5 | 9.6% | -0.2%
O=C(O)CN1C(=O)CSc2ccccc21 | 0.6% | 1.6% | -8.9% | -1.4 | 82 | -4.8% | 2.4% | i | 24.3 | 10.6% | 1.4%
Cc1cc2ccccc2c(=O)n1CC(=O)NCCC1=CCCCC1 | -0.1% | -2.1% | -3.3% | 1.6 | 67 | -10.4% | -0.8% | i | 46.9 | 23.1% | -0.1%
Cc1cccc(NC(=O)CCS(=O)(=O)c2cccc3nonc23)c1C | 0.0% | 2.2% | -3.9% | 1.3 | 35 | 5.0% | 4.0% | i | 25.1 | 5.6% | -0.4%
CC(=O)Nc1ccc(NC(=O)C(C)OC(=O)/C=C/c2cccs2)cc1 (centres undefined) | 0.0% | -0.6% | 0.8% | -0.6 | 60 | -8.1% | 3.2% | i | 40.4 | 0.9% | 0.5%
CCCC(=O)N1CCCC(c2nc(-c3cccc(OC)c3)no2)C1 (centres undefined) | -1.0% | 5.0% | -2.6% | 4.3 | 35 | -7.9% | 6.1% | i | 53.9 | -0.5% | -1.0%
O=C(COC(=O)C12CC3CC(CC(O)(C3)C1)C2)Nc1ccc(Cl)c(S(=O)(=O)N2CCOCC2)c1 | 0.1%[50 µM] | 4.3% | nt | 0.5 | 56 | -2.2% | nt | i | 48.4 | nt | nt
CC(C)(C)OCC(O)CN1CCN(C(=O)c2ccccc2)CC1 (centres undefined) | 0.5% | 4.6% | 1.2% | 2.2 | 58 | 3.0% | 2.4% | i | 13.2 | 6.5% | 0.0%
COC(=O)C1Cc2ccccc2CN1C(=O)CCl (centres undefined) | 0.2% | 2.8% | 16.3% | -0.5 | 63 | -7.3% | 0.7% | i | 31.8 | 10.4% | -0.6%
O=C(NN=Cc1ccc(O)cc1)c1ccccc1NS(=O)(=O)c1cccs1 | 0.3%[50 µM] | 74.4µM* | nt | -1.4 | 49 | 2.9% | nt | i | 54.2 | nt | nt
COc1cc2c(cc1OC)C(CSc1ccccc1C(=O)O)=NC(C)(C)C2 | 2.2% | 4.4% | 5.4% | -0.7 | 43 | -2.5% | -2.2% | i | 61.7 | 9.8% | 0.7%
COC(=O)CCC(=O)N1CCOCCOCCOCC1 | 0.2% | 12.1% | 0.6% | -0.8 | 81 | -8.0% | 0.8% | i | 59.0 | 0.0% | -0.4%

At a glance, part of the list above:
SMILES | UTI89 phage lysis | MgcRacGAP inhibition | PhoP inhibition | NTR1 ag | NTR1 ag cell count 20 µM | Dengue-2 NS5 capping | RSV antiviral HEp-2 | T cell modulator | T cell modulator vesicle-bound % | Large T inhibition | West Nile antiviral | others
CC(C)(C)OCC(O)CN1CCN(C(=O)c2ccccc2)CC1 (centres undefined) | 0.5% | 4.6% | 1.2% | 2.2 | 58 | 3.0% | 2.4% | i | 13.2 | 6.5% | 0.0%
COC(=O)C1Cc2ccccc2CN1C(=O)CCl (centres undefined) | 0.2% | 2.8% | 16.3% | -0.5 | 63 | -7.3% | 0.7% | i | 31.8 | 10.4% | -0.6%

Screens from PubChem BioAssay.
